TexasRed autofl – qHTS Assay for Spectroscopic Profiling in Texas Red Spectral Region; Compound fluorescence, Texas Red channel, 547/618 nm; stronger effect = higher value; actives 0.06% (n = 59,000); AID 587, 2007; max dye-equivalent concentration, M; in the data active means max dye-equivalent concentration above about 10 nM; inconclusive means between about 1.1 nM and that limit
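Texas Red-region profiling: compounds in 100 mM Tris pH 8.0 were read at 547/618 nm after 15 min at room temperature. Intensities were normalized against a six-point Texas Red standard series to give dye-equivalent concentration.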
15-hLO inh – qHTS Assay for Inhibitors of 15-hLO (15-human lipoxygenase); Polyunsaturated fatty acid lipoxygenase ALOX15 (Homo sapiens), P16050; purified 15hLO-1, xylenol orange hydroperoxide absorbance; actives 1.4% (n = 74,000); Potency, µM (titrated, usually from 57.1 µM), for inactives: at the highest dose activity change, negative = inhibition, most hits filed as inhibitors; further: potency means the concentration at half of the fitted maximal effect; on the % scale 0 is the no-effect control and ±100 the full control effect; nearly all actives have a fitted effect of over 55% in size
Target sequence (P16050 whole entry, looked up): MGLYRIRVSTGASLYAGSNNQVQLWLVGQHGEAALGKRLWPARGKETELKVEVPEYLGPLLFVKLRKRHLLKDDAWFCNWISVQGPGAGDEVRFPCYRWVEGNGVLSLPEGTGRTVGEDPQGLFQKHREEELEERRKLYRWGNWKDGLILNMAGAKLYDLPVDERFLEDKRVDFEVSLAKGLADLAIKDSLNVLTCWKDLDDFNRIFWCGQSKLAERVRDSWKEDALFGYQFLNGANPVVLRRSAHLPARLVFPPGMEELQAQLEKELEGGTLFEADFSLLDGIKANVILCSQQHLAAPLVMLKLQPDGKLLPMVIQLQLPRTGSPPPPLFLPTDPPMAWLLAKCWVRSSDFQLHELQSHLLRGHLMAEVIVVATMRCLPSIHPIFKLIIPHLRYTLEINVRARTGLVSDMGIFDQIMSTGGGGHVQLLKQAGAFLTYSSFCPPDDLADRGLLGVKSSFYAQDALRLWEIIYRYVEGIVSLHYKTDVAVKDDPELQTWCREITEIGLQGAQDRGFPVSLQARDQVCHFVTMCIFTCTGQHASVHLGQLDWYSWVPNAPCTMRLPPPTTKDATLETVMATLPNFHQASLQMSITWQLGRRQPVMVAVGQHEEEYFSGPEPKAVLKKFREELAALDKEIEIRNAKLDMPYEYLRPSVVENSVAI
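Purified human 15hLO-1 (40 nM final) in 25 mM Hepes pH 7.5, 0.01% Triton X-100 was preincubated with compound 15 min at room temperature, then reacted 6 min with 50 uM arachidonic acid; hydroperoxide detected by Fe-XO, 573/405 nm absorbance ratio.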
GFP derepression – qHTS Assay for Epigenetic Modulators | mouse C127i GFP locus derepression, cytometry, 30 h | Potency, µM (top dose mostly 46.1 µM), without a hit: top-dose GFP derepression (activation) | actives 0.09% (n = 68,000); further: % of control where 0% means no effect
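Read-out is the number of GFP-positive cells, scored as fluorescent objects 20 to 120 um wide, reflecting derepression of a silenced CMV-GFP reporter in murine C127i cells after 30 h compound exposure at 37 C.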
4-MU autofl – qHTS Assay for Spectroscopic Profiling in 4-MU Spectral Region; compound autofluorescence, 340/450 nm, 4-MU equivalents; stronger effect = higher value; actives 11% (n = 59,000); max dye-equivalent concentration, M; in the data active means max dye-equivalent concentration above about 10 nM; inconclusive means mostly about 1.1 nM to 9.6 nM
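Intrinsic fluorescence at 340/450 nm (ex/em) was read after 15 min at room temperature in pH 8.0, 100 mM Tris. Each compound concentration expressed as 4-MU-equivalent concentration from a six-point 4-MU standard series on each plate.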
UbGFP stabilizer – Ubiquitin-GFP Assay; 67,000 tested, under 10 active; AID 526, 2006; Potency, µM (highest dose often 45.9 µM), without a hit: at the highest dose activation (GFP accumulation), hits mostly activators; Ubiquitin-GFP reporter cells, proteasome inhibition, GFP fluorescence; response scale: untreated = 0%, 10 µM MG-132 = 100%; active means well fitted activation curve with a large enough effect, not every such curve was filed as active; inconclusive means small, poorly fitted or top-dose-only effect, or another doubt; inactive means no such curve, though single readings can be large or run the other way; further: potency means the concentration at half of the fitted maximal effect
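GFP accumulation read-out: laser plate cytometry counting ubiquitin(G76V)-GFP-expressing U2OS cells after 4 hr compound exposure at 37 °C. Titrations spanned 46 uM to 2.9 nM; 0% = basal, 100% = 10 uM MG-132; concentration-response curves fitted.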
HBB splice mod – qHTS Assay for Modulators of Hemoglobin Beta Chain Splicing; Potency, µM (top dose mostly 46.1 µM), for inactives: at the highest dose activation, hits mostly activators; actives 0.06% (n = 65,000); HBB splicing reporter cell assay, activation; EGFP reporter with mutant IVS2-654 intron; response scale: normalised to 500 nM splice-correcting PNA; AID 925, 2007; further: potency means the concentration at half of the fitted maximal effect; 0% is about no effect
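HeLa cells stably expressing EGFP interrupted by mutant beta-globin intron 2 (IVS2-654), 500/well in 2% FCS. Treated with compound for 2 days at 37C. Splicing correction scored as total well GFP intensity (488 nm excitation, 500-520 nm emission); 500 nM antisense PNA served as control.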
DNA Pol III inh – qHTS Assay for Inhibitors of DNA Polymerase III Holoenzyme System | reconstituted DNA polymerase III holoenzyme replication, biochemical | Potency, µM (highest dose often 57.1 µM), for inactives: at the top dose activity change, negative = inhibition | actives 0.25% (n = 71,000) | AID 603, 2007; further: potency means the concentration at half of the fitted maximal effect; on the % scale 0 is the no-effect control and ±100 the full control effect
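Reconstituted *E. coli* holoenzyme (0.35 nM Pol III, 1 nM beta, 154 nM SSB, 2 nM primase) was preincubated with compound for 15 min at RT. Synthesis on 1.4 nM ssM13Gori ran 35 min, then was stopped with PicoGreen/EDTA and read as dsDNA fluorescence.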
Rhodamine fluor – qHTS Assay for Spectroscopic Profiling in Rhodamine Spectral Region; Rhodamine-region fluorescence, 547/598 nm, Tris buffer; stronger effect = higher value; max dye-equivalent concentration, M; actives 0.05% (n = 59,000); AID 594, 2007; in the data active means max dye-equivalent concentration above about 11 nM; inconclusive means between about 1.1 nM and that limit
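Compound fluorescence in 100 mM Tris, pH 8.0, read after 15 min at room temperature with 547 nm excitation and 598 nm emission. Output is dye-equivalent concentration from an on-plate rhodamine standard series.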
Fluorescein autfl – qHTS Assay for Spectroscopic Profiling in Fluorescein Spectral Region; max fluorescein-equivalent concentration, M; Compound autofluorescence, 480/540 nm, fluorescein-equivalent; stronger effect = higher value; AID 593, 2007; actives 0.91% (n = 59,000); in the data active means max fluorescein-equivalent concentration above about 10 nM; inconclusive means between about 1.1 nM and that limit
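Values reflect compound autofluorescence, normalized to fluorescein on the same plate and reported at each tested concentration. Conditions: 100 mM Tris pH 8.0, room temperature, 15 min, excitation 480 nm, emission 540 nm.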
Hsp90 Hop PPI – qHTS Assay for Disrupters of an Hsp90 Co-Chaperone Interaction | AlphaScreen TPR2A-His6 binding biotin-Hsp90 C-terminal peptide | Potency, µM (doses to about 57 µM), without a hit: top-dose activity change, negative = inhibition | actives 0.44% (n = 71,000); active means well fitted curve in either direction with a large enough effect; inconclusive means small, poorly fitted or top-dose-only effect, or another doubt; further: potency means the concentration at half of the fitted maximal effect; on the % scale 0 is the no-effect control and ±100 the full control effect; many of its hits are not listed in these tables
HADH2 inhib – qHTS Assay for Inhibitors of HADH2 (Hydroxyacyl-Coenzyme A Dehydrogenase, Type II) | AID 886, 2007 | recombinant HADH2, NADH fluorescence, beta-hydroxybutyryl-CoA | actives 3.4% (n = 73,000) | Potency, µM (highest dose often 57.1 µM), without a hit: top-dose activity change, negative = inhibition, actives largely listed as inhibitors | 3-hydroxyacyl-CoA dehydrogenase type-2 (Homo sapiens), Q99714; further: potency means the concentration at half of the fitted maximal effect; on the % scale 0 is the no-effect control and ±100 the full control effect; nearly all actives have a fitted effect of over 60% in size; many of its hits are not listed in these tables
Target sequence (Q99714 whole entry, looked up, one chain of several): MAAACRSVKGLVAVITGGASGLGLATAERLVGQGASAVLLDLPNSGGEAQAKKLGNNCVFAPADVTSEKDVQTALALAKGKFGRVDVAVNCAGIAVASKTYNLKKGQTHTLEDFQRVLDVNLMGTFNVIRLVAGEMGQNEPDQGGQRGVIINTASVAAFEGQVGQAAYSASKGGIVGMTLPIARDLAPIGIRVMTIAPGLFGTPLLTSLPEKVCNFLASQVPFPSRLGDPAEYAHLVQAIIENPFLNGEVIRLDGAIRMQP
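His-tagged recombinant enzyme from E. coli, 20 nM, preincubated 15 min RT with compound; reaction started with 1 mM NAD+ and 90 uM beta-hydroxybutyryl-CoA in 100 mM Tris-HCl pH 9.0. NADH fluorescence (ex 360/em 450) read over 4 min; last-minus-first difference.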
* marks the source's active call; other numbers are inactive results; i = inactive; ? = inconclusive; · = not tested or not shown; [ ] = remark or other dose. Unless noted, the call rests on the fitted dose curve; in most records, active means well fitted curve in the direction sought with a large enough effect; inconclusive means small, poorly fitted or top-dose-only effect, or another doubt; inactive means no such curve, though single readings can be large; an effect the other way counts as inactive or inconclusive.

SMILES | TexasRed autofl | 15-hLO inh | GFP derepression | 4-MU autofl | UbGFP stabilizer | HBB splice mod | DNA Pol III inh | Rhodamine fluor | Fluorescein autfl | Hsp90 Hop PPI | HADH2 inhib
Cc1ccc(S(=O)(=O)N2CCC(C(=O)N[C@H](C(=O)NCc3ccco3)C(C)C)CC2)cc1 | ? | -1.4% | -1.6% | i | 13.8% | -2.7%[1.84 µM] | 0.2% | i | i | -0.8% | 7.6%
O=C(OCc1c(Cl)cccc1Cl)c1cnccn1 | i | 5.2% | -0.1% | i | 0.0% | 0.5% | -5.3% | i | i | -1.0% | 3.2%
COc1cccc(-c2nc(N3CCCCC3)c3ccccc3n2)c1O | i | · | -2.4%[20.6 µM] | i | · | · | · | i | i | · | ·
CN(Cc1cc(Br)cc(Br)c1O)Cc1c(O)ccc2ccccc12 | i | -20.2%[11.4 µM] | 6.8%[9.22 µM] | ? | -3.7%[9.17 µM] | 2.4%[9.22 µM] | -9.8%[11.4 µM] | i | i | -7.7%[11 µM] | -24.1%[11.4 µM]
CC1CCN(C(=O)N[C@@H](Cc2ccccc2)C(=O)O)CC1 | i | 7.8% | 0.0% | i | 0.0% | -1.4%[57.5 µM] | -3.5% | i | ? | -2.3% | 8.4%
COc1ccc(C(=O)Cn2nnc(-c3ccccc3F)n2)cc1 | i | -10.3% | 1.0% | i | -0.8% | -1.4% | -0.6% | i | ? | 6.6% | -2.6%
CCOC(=O)c1[nH]c2ccc(OC)cc2c1NC(=O)CCN1CCc2ccccc2C1 | i | · | 10.5%[20.6 µM] | 3.9e-08M* | · | · | · | i | i | · | ·
NC(=O)SCC(=O)Nc1cccc(Cl)c1 | · | -4.3% | 13.0% | · | 0.0% | 0.1%[9.22 µM] | -1.6% | · | · | ? | ?
COc1ccc(S(=O)(=O)N2CCCC(C(=O)NC3CCCCC3)C2)cc1 (stereo unspecified) | i | 3.0% | 0.0% | i | -1.2% | -4.9% | -2.1% | i | ? | -0.9% | 2.1%
CC(=O)NC(CCS(C)(=O)=O)C(=O)Nc1cc(C)ccc1C (stereo unspecified) | · | -0.4% | · | · | 0.0% | -0.6% | -7.9% | · | · | 2.0% | -2.0%
CCOC(=O)c1oc2ccccc2c1CSc1nnnn1-c1ccccc1 | i | 3.7% | -4.8% | i | -1.9% | 0.4%[57.5 µM] | -5.2% | i | i | 3.7% | 6.1%
Cn1c(C(=O)NCCN2CCc3ccccc3C2)cc2c(=O)n(C)c3ccccc3c21 | · | -12.6% | · | · | 6.9% | -0.4% | -26.8% | · | · | -6.0%[2.3 µM] | -28.1%

Looked up above.
In HBB splice mod, Cc1ccc(S(=O)(=O)N2CCC(C(=O)N[C@H](C(=O)NCc3ccco3)C(C)C)CC2)cc1 is listed with -2.7%[1.84 µM]
In HADH2 inhib, O=C(OCc1c(Cl)cccc1Cl)c1cnccn1 is listed with 3.2%

(cont.)
SMILES | TexasRed autofl | 15-hLO inh | GFP derepression | 4-MU autofl | UbGFP stabilizer | HBB splice mod | DNA Pol III inh | Rhodamine fluor | Fluorescein autfl | Hsp90 Hop PPI | HADH2 inhib
O=C(NCC1CCCO1)C1CCC(CNS(=O)(=O)c2ccccc2)CC1 (stereo unspecified) | i | 4.1% | 1.2% | i | 9.7% | -1.1% | 2.6% | i | i | 4.6% | -1.6%
CCn1c(SCC(=O)Nc2nc(-c3ccccc3)cs2)nnc1-c1ccccc1 | ? | -11.1% | 1.2% | i | -1.1% | · | 21.9% | i | i | -5.0% | -4.2%
O=C(CSc1nnc(-c2ccc(NS(=O)(=O)c3ccccc3)cc2)o1)NCC1CCCO1 (stereo unspecified) | i | -11.0% | 1.3% | i | -6.2% | -1.0% | -3.5% | i | ? | -3.7% | -10.8%
Cc1cc(N/C=C/C(=O)c2cccc3ccccc23)no1 | i | · | -2.6%[20.6 µM] | ? | · | · | · | i | i | · | ·
Cc1nc(NCCCO)c(C#N)c2c1COC(C)(C)C2 | i | · | 0.0%[20.6 µM] | 3.22e-07M* | · | · | · | i | i | · | ·
CN(C)c1ccc2c(O)cc(=O)n(C)c2c1 | i | -20.7% | 1.0% | 8.33e-08M* | -3.4% | -2.3% | -8.5% | i | ? | -2.6% | ?
CC1(C)CSC(=S)N1S(=O)(=O)c1ccccc1 | i | -2.8% | -1.2% | i | 0.3% | -6.3% | -5.9% | i | ? | -2.9% | 2.1%
CC(C)OC(=O)Cn1cnc2ccc(Br)cc2c1=O | i | -3.0% | 6.4% | i | -0.9% | -2.2%[57.5 µM] | -5.9% | i | i | -0.2% | 9.7%
CCOc1ccc2c(c1)c1nnc(SCC(=O)N3CCC(C)CC3)nc1n2C | ? | 0.2% | 1.3% | i | 5.0% | -2.3% | 1.8% | i | i | -7.5% | 3.8%
CC(C)[C@H](NC(=O)NCCc1ccc(Cl)cc1)C(=O)O | i | -1.3% | 2.2% | i | 0.0% | 0.6%[57.5 µM] | 3.1% | i | i | 0.8% | ?
COCCn1c(C)cc(C(=O)COC(=O)C23CC4CC(CC(O)(C4)C2)C3)c1C | i | 4.3% | 0.0% | i | -2.7% | -0.4%[57.5 µM] | -2.9% | i | ? | -4.9% | 16.3%
COc1ccc(C(C)(C)C)cc1NC(=O)Nc1ccc2c(c1)OCO2 | i | -19.9% | 1.6% | i | -1.9% | 1.0% | -3.1% | i | i | ? | 19.9%
CC(C)(C)NC(=O)C1CCCN(S(=O)(=O)c2cccc3cccnc23)C1 (stereo unspecified) | · | 8.1% | · | · | -1.4% | 0.8% | -2.3% | · | · | -0.7%[2.3 µM] | -5.3%
CCc1ccccc1NC(=O)C(CC)Sc1nc2cc3c(cc2c(=O)n1Cc1ccco1)OCO3 (stereo unspecified) | ? | 6.7% | 4.7% | i | -1.7% | -3.7%[0.369 µM] | -0.3% | i | i | -5.2% | 2.1%
CCn1c(=O)cc(OCC(=O)NCCCN2CC(C)CC(C)C2)c2ccccc21 (stereo unspecified) | ? | 3.7% | 1.2% | i | -12.9% | 0.6% | 1.6% | i | i | 3.6% | 1.4%
C=CCc1c(C)nc2c(C(=O)O)cnn2c1C | i | 1.8% | -1.6% | ? | -3.1% | 0.0%[57.5 µM] | -6.5% | i | i | -0.9% | -28.7%
Cn1c(Cn2c(=O)sc3ccccc32)nnc1SCC(N)=O | · | -4.2% | · | · | 0.0% | -0.6% | -3.8% | · | · | ? | 14.1%
O=S(=O)(Nc1ncccc1O)c1ccc(Cl)cc1 | i | -13.8% | -0.7% | i | 1.7% | -0.5% | -2.4% | i | i | -3.5% | -14.6%
O=C(NCCc1ccncc1)Nc1ccc(Cl)cc1 | i | 16.3% | 1.6% | i | -7.2% | 0.1% | -2.9% | i | i | -0.6% | 4.8%
CCCc1cc(=O)oc2cc(C)cc(OC(=O)c3ccco3)c12 | · | 1.9%[11.4 µM] | 1.9% | · | 8.6%[9.17 µM] | -3.6%[0.0738 µM] | -11.8%[11.4 µM] | · | · | -1.8%[11 µM] | 1.9%[11.4 µM]
CCC(c1nnnn1Cc1ccco1)N1CCN(c2cc(Cl)ccc2C)CC1 (stereo unspecified) | i | -24.7% | -1.6% | i | -2.1% | -0.3%[57.5 µM] | -1.4% | i | ? | 8.9% | -0.2%
COc1cccc(Cn2c(=O)c(-c3cccc(C#N)c3)nc3cnc(OC)nc32)c1 | i | 0.1% | 5.1%[9.22 µM] | ? | 4.0% | 1.4% | -6.3% | i | ? | -3.4% | 3.8%
Cc1ccc(Oc2ccc(-c3nc(N)nc(N)n3)cc2)cc1 | · | -4.3% | 0.0% | · | -5.7% | -0.7% | -6.2% | · | · | -4.6% | 6.2%
COc1ccccc1CNc1cc(-c2c(C)noc2C)ncn1 | i | 15.7% | 2.2%[9.22 µM] | i | -5.8% | 0.0% | 0.7% | i | ? | -1.8% | -8.0%
CCOC(=O)C1CCN(S(=O)(=O)c2ccc(-n3cnnn3)c(C)c2)CC1 | ? | 14.1% | 0.0% | i | 1.8% | -1.9% | -4.6% | i | ? | 0.3% | 2.8%
COc1ccc(CCNC(=O)NC(C(F)(F)F)C(F)(F)F)cc1OC | i | 11.5% | -1.6% | i | 3.0% | -0.8% | -3.8% | i | i | -0.6% | 14.9%

Compound activity as filed in PubChem BioAssay.

Not all compounds are listed (hit frequency here may not be typical).
